Eya2 phos inh = blocks the phosphatase activity of human Eya2; O00167; Potency, µM (titrated, usually from 76.9 µM), inactives show top-dose activity, negative = inhibition, hits mostly inhibitors; hit rate 0.006% among 330,000; recombinant Eya2, OMFP fluorescence dephosphorylation (OMFP is methylfluorescein phosphate); note: potency is the fitted concentration of half-maximal effect; % is set by controls: 0 for no effect and ±100 for the full control effect
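Eya2 (0.2 uM) preincubated 10 min at ambient with compound, then OMFP substrate added at 50 uM; 10 min reaction in 50 mM HEPES pH 7.5, 50 mM NaCl, 5 uM MgCl2, 0.05% BSA, 1 mM DTT. Fluorescence read at Ex 485/Em 525 nm.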
Chronic BCR inh = inhibitors of chronic active B-cell receptor signaling; ABC-DLBCL IkBa-CBG/CBR reporter, luminescence ratio, 4 h; Potency, µM (series often up to 46.1 µM), for inactives: at the top dose ratio change, negative = lower green/red ratio, hits mostly inhibitors; hit rate 0.05% among 340,000; AID 493014; active = well fitted inhibition curve with a large enough effect in the signal ratio, with a control signal flat, not every such curve was filed as active; inconclusive = small, poorly fitted or top-dose-only effect, or effect the other way, or a change in a side signal; the % refers to the signal ratio;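 note: potency is the fitted concentration of half-maximal effect; plate controls were basal doxycycline-induced cells for no effect and cells given 10 µM MG132 for full effect; MG132 reads +100%, hits lower the ratio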
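TMD8 ABC-DLBCL cells carrying doxycycline-inducible green luciferase fused to IkappaBalpha plus unfused red luciferase were exposed to compounds (up to 46 uM) for 4 hrs at 37C. Activity came from the overlap-corrected green/red luminescence ratio.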
ELG1 DNA repair = inhibitors of ELG1-dependent DNA repair in HEK293T cells. AID 504467. hit rate 2.3% among 330,000. Potency, µM (doses to about 46.1 µM), without a hit: top-dose activity change, negative = inhibition, usual class: inhibitors. HEK293T ELG1-luciferase reporter, luminescence, 16 h; DNA damage induced by 5-fluorouridine; note: potency is the fitted concentration of half-maximal effect; % is set by controls: 0 for no effect and ±100 for the full control effect; nearly all actives have a fitted effect of over 55% in size
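Overnight (16 hr) co-exposure of 2,000 cells/well to 5-fluorouridine and compound at 37 °C preceded detection. Luciferase was quantified via ONE-Glo luminescence; loss of signal denotes inhibition.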
Mito fusion act = mitochondrial division inhibition or fusion activation. Potency, µM (top dose mostly 46.1 µM), without a hit: top-dose growth rescue (activation), actives largely listed as activators. S. cerevisiae fusion-defective mutant growth rescue, CellTiterGlo 48 h. AID 485298. hit rate 0.23% among 320,000;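 note: potency is the fitted concentration of half-maximal effect; % of control where 0% means no effect; nearly all actives have a fitted effect of over 45% in size; temperature-sensitive fusion mutants such as fzo1-1 at 37 °C on non-fermentable ethanol glycerol medium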
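Growth-rescue viability read-out: after 48 h at the non-permissive 37C in glycerol/ethanol YPEG, yeast mitochondrial fusion mutants are measured by CellTiterGlo luminescence; compounds (23 nl pinned per well) restoring growth score as division inhibitors or fusion activators.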
USP2a block = blocks human ubiquitin-specific protease USP2a. O75604. USP2 core, Ub-CHOP2 coupled fluorogenic reporter, 485/531. Potency, µM (doses to about 38.3 µM), for the others: at the highest dose activity change, negative = inhibition, usual class: inhibitors. hit rate 0.01% among 330,000. AID 463254;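 note: potency is the fitted concentration of half-maximal effect; plate controls were DMSO wells for no effect and full inhibition by NEM control for full effect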
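USP2 core (10nM final) preincubated 30min RT with compound in 20mM Tris-HCl pH 8.0, 2mM CaCl2, 2mM beta-mercaptoethanol, 0.05% CHAPS; 25nM Ub-CHOP2 plus 25nM reporter substrate added, fluorescence (Ex485/Em531) read after 60min.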
TSG101-PTAP inh = blocks PTAP/TSG101 interaction to inhibit HIV-1 budding. 340,000 tested, under 10 active. Fluorescence polarization, FITC-PTAP peptide / Tsg101 binding. Potency, µM (doses to about 115 µM), for the others: at the top dose activity change, negative = inhibition, usual class: inhibitors. Q99816; active = well fitted inhibition curve with a large enough effect in the main read-out, with a control signal flat, not every such curve was filed as active; inconclusive = small, poorly fitted or top-dose-only effect, or effect the other way, or a change in a side signal; inactive = no such curve, though single readings can be large or run the other way; note: potency is the fitted concentration of half-maximal effect; % of control where 0% means no effect
Target sequence (Q99816 whole entry, looked up): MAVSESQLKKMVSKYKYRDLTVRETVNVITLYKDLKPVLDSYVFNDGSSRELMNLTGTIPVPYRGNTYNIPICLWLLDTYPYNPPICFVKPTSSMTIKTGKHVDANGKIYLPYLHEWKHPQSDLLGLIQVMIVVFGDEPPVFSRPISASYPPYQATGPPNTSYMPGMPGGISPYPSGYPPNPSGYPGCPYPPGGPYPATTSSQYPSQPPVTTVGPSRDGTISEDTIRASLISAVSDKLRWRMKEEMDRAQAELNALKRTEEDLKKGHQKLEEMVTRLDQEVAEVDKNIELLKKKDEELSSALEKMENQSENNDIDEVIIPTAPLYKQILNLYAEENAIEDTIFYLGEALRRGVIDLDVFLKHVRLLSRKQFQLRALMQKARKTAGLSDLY
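Steps: Tsg101 binding domain dispensed (10 uM final), compounds pinned in DMSO, FITC-labeled PTAP-motif peptide added (50 nM final); after 20 min binding at room temperature, polarization measured.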
B2AR arrestin = recruits beta-arrestin to the human beta2-adrenergic receptor | AID 492947 | hit rate 0.02% among 330,000 | Potency, µM (top dose mostly 46.1 µM), for inactives: at the highest dose activation, most hits filed as activators | beta-arrestin recruitment to beta2AR, cell-based reporter;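 note: potency is the fitted concentration of half-maximal effect; 0% = DMSO controls and full agonism = EC100 isoproterenol or metaproterenol; nearly all actives have a fitted effect of over 65% in size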
TCR activator = activators of T cell receptors | primary human leukocytes, anti-CD3, IL-2 HTRF, 48 h | Potency, µM (top dose mostly 9.22 µM), for the others: at the highest dose activation of IL-2 secretion, most hits filed as activators | 330,000 tested, under 10 active | AID 504894; note: % of control where 0% means no effect
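Primary human leukocytes receive a-CD3 beads and test compound and are incubated 48 hr. Secreted IL-2 is then assayed by HTRF, measuring 665nm acceptor emission after 320nm excitation of the europium donor.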
uPA generation = blocks generation of uPA at the cell surface; AID 540303; hit rate 0.31% among 330,000; cell surface uPA generation assay, qHTS; Potency, µM (doses to about 38.3 µM), inactives show at the top dose activity change, negative = inhibition, hits mostly inhibitors; active = well fitted inhibition curve with a large enough effect; inconclusive = small, poorly fitted or top-dose-only effect; inactive = no such curve, though single readings can be large or run the other way; tested in mouse RAW 264.7 cells; note: potency is the fitted concentration of half-maximal effect; % is set by controls: 0 for no effect and ±100 for the full control effect; nearly all actives have a fitted effect of over 55% in size
Tb PFK inh = blocks T. brucei phosphofructokinase | O15648 | hit rate 0.17% among 330,000 | T. brucei PFK, ADP-Glo luminescence | Potency, µM (top dose mostly 57.5 µM), without a hit: at the highest dose activity, negative = inhibition, hits mostly inhibitors;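 note: potency is the fitted concentration of half-maximal effect; 0% = uninhibited 1x PFK enzyme wells and -100% = no-enzyme wells; nearly all actives have a fitted effect of over 60% in size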
Target sequence (O15648 whole entry, looked up): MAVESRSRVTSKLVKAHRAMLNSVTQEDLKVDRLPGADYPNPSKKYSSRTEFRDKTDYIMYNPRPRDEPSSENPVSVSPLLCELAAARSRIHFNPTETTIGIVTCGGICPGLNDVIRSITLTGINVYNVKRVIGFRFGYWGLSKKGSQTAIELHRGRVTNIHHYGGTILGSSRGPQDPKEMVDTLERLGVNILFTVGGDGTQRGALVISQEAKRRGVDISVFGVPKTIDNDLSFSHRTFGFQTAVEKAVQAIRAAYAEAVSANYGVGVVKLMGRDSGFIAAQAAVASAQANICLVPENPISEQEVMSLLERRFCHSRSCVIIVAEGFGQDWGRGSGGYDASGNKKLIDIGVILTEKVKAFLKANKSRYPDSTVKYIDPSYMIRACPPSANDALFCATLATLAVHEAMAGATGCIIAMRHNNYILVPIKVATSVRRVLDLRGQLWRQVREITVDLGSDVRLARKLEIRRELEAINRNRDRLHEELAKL
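In TEA buffer at pH 8.0 with 5 mM MgCl2, enzyme (1.25 nM) converted F6P (0.5 mM) and ATP (0.1 mM) for 45 min at room temperature. ADP product was read by luciferase luminescence.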
TSHR antagonist = human thyrotropin receptor antagonism | P16473 | TSHR-expressing cells, TSH-stimulated cAMP HTRF, 2 h; active compounds read low | activity change, negative = inhibition, % at 11.5 µM | hit rate 0.2% among 330,000 | AID 504810;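 active = activity change below a set negative limit, meaning inhibition stronger than a set level, cut at about -70% in these data; inconclusive = activity change between two set negative limits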; note: % is set by controls: 0 for no effect and ±100 for the full control effect
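Inhibition of cAMP made by TSHR-expressing cells under TSH stimulation (4nM final, EC80; 2 h, 37 deg C) is quantified with a one-step lysis HTRF kit, anti-cAMP cryptate versus cAMP-d2.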
* = called active by the depositor; ? = inconclusive; nt = not tested or not shown; [ ] = dose if it differs, or a comment. Unless noted, calls come from the whole dose curve; as a rule, active = well fitted curve in the direction sought with a large enough effect; inconclusive = small, poorly fitted or top-dose-only effect, or another doubt; inactive = no such curve, though single readings can be large; an effect the other way counts as inactive or inconclusive.

SMILES	Eya2 phos inh	Chronic BCR inh	ELG1 DNA repair	Mito fusion act	USP2a block	TSG101-PTAP inh	B2AR arrestin	TCR activator	uPA generation	Tb PFK inh	TSHR antagonist
O=C(CSc1nc(=O)n2ccccc2n1)N1CCC(Cc2ccccc2)CC1	-24%	-12%	?	1%	2%	-1%	-0.7%	0%	-7%	-3%	-4
CCNc1nc(C23CC4CC(CC(C4)C2)C3)cs1	-4%	?	-20%	6%	-2%	-1%	-0.7%	5%	-4%	2%	-73*
Cc1ccc(-c2nn3c(C)nnc3s2)cc1NC(=O)c1ccc(-c2cccc(Cl)c2)o1	-8%	5%	18µM*	2%	-1%	-5%	0.3%	4%	-10%	-1%	-3
COc1ccc(NC(=S)Nc2ccc(OCc3ccccc3)cc2)cc1OC	-2%	-16%	10%	0%	-4%	-1%	-0.2%	-4%[46.1 µM]	3%	-3%	6
CCCN(C(=O)C(NC(=O)c1ccccc1)C(C)C)c1c(N)n(Cc2ccccc2)c(=O)[nH]c1=O (configuration not stated)	-25%	-2%	-7%	-2%	0%	-1%	-0.2%	-3%	0%	-2%	-7
O=C(NCc1ccco1)C1CC(=O)N(c2ccc(F)cc2)C1 (configuration not stated)	6%	?	2%	-2%	4%	-2%	-0.2%	2%	-1%	2%	1
O=S(=O)(N/N=C1/CC(c2ccccc2)Oc2ccccc21)c1ccc(Br)cc1 (configuration not stated)	-9%	0%	-16%	0%	-9%	-4%	0.0%	-2%	2%	0%	-7
CCc1nnc(NS(=O)(=O)c2ccc(NC(=O)c3cccc4ccccc34)cc2)s1	9%	1%	?	4%	1%	-1%	0.2%	1%	3%	16%	-16
O=C(Nc1ccc(F)cc1Cl)C1CCN(C(=O)Nc2ccccc2)CC1	0%	13%	7%	0%	-2%	-3%	-0.1%	0%	-3%	-3%	2
C=C(C)CSc1cc(C)c(C#N)c2nc3ccccc3n12	7%	?	?	13%	3%	0%	0.2%	9%[46.1 µM]	-8%	0%	-12
COc1cc(NC(=O)c2ccc(S(=O)(=O)N(C)c3ccccc3)cc2)cc(OC)c1	10%	-1%	23µM*	nt	-2%	-10%	3.7%	-7%	-18%	0%	-10
COc1ccc(-c2cnc(NCc3cc4c(cc3[N+](=O)[O-])OCO4)n2C)cc1	0%	-2%	0%	-11%	2%	-6%	0.6%	1%[46.1 µM]	8%	-2%	-7
Cn1nnnc1SCCNC(=O)C1CCC(=O)N(Cc2ccc(Cl)cc2)C1 (configuration not stated)	7%	1%	3%	1%	0%	nt	0.7%	6%	21%	-14%	5
C[C@@H](C(=O)Nc1ccc2ccccc2c1)[C@H]1C[C@]1(C)[C@H](NC(=O)c1cnccn1)c1ccccc1	-10%	-4%	-7%	12%	-2%	3%	-0.3%	-1%	5%	1%	3
CCOC(=O)N1CCN(CC(=O)N2c3ccccc3CCc3ccccc32)CC1	0%	2%	1%	-5%	0%	0%	0.2%	0%	8%	-3%	-5
COc1cccc(C2C(C(=O)Nc3ccccc3)=C(C)N=c3s/c(=C/c4ccc(OCC(=O)O)cc4)c(=O)n32)c1 (configuration not stated)	-3%	0%	-4%	-2%	3%	-9%	-0.3%	-4%[46.1 µM]	-1%	1%	2
O=C(CN1CCOCC1)NCc1ccccc1Cl	13%	?	18%	1%	2%	1%	-1.1%	-3%	1%	0%	4
Cc1ccc(NC(=O)CCC(=O)c2cccs2)c(Br)c1	5%	?	?	-2%	2%	-5%	7.4%	7%	6%	-7%	16
CCOCCCNC(=O)Cn1cnc2c(cnn2-c2ccc(F)cc2)c1=O	-1%	-4%	-3%	-1%	4%	0%	0.5%	nt	-2%	0%	9
CCC/C(=C1/c2ccccc2C(=O)N1c1ccccc1)c1ccc2c(c1)OCO2	-8%	-4%	5%	?	0%	-1%	-0.6%	-14%	12%	3%	9
Cc1cc(C(=O)COC(=O)COc2ccccc2C#N)c(C)n1CC1CCCO1 (configuration not stated)	0%	2%	?	-1%	0%	-5%	-1.0%	3%	8%	-4%	-7
Cc1cc(C)c2nc(N3CCCN(C(=O)c4ccco4)CC3)c(C#N)cc2c1	23%	-1%	13%	8%	2%	-6%	-1.3%	-5%	-1%	1%	16
O=C(c1cc(Sc2ccc(Cl)cc2)nc2ccccc12)N1CCN(c2ccccn2)CC1	0%	-1%	?	18%	-9%	-4%	0.1%	nt	-11%	-3%	3
CSCCC(NC(N)=O)C(=O)Nc1ccc(F)c(Cl)c1 (configuration not stated)	-2%	4%	9%	5%	-2%	-3%	-0.4%	0%	-2%	2%	0
CCOCCCNC(=O)CCS(=O)(=O)Cc1ccc(C)cc1	0%	0%	-5%	0%	1%	-5%	-0.2%	-5%	-2%	1%	11
Going on with the list:
SMILES	Eya2 phos inh	Chronic BCR inh	ELG1 DNA repair	Mito fusion act	USP2a block	TSG101-PTAP inh	B2AR arrestin	TCR activator	uPA generation	Tb PFK inh	TSHR antagonist
COC(=O)c1ccc(Cn2nc(C)c(Cl)c2C)o1	-14%	-1%	1%	16%	1%	-5%	0.2%	-3%	-2%	-5%	5
O=C(Oc1ccc2c(c1)OCO2)c1ccc(F)cc1Cl	10%	?	?	-1%	2%	-4%	-0.6%	-1%	-4%	1%	-17
CCN(C[C@H]1N[C@@](Cc2ccccc2)(C(=O)OC)[C@H]2C(=O)N(C)C(=O)[C@@H]12)S(=O)(=O)c1ccccc1	1%	8%	?	nt	2%	-4%	-0.7%	2%	-10%	4%	-10
O=C(CSc1n[nH]c(-c2ccccc2)n1)Nc1ccccc1O	-1%	-6%	-17%	-3%	-1%	nt	-0.2%	-1%	?	0%	-2
CSc1nc(N)c(C#N)c(-c2ccc(Cl)cc2)c1C#N	0%	?	4%	2%	-9%	-2%	-0.2%	2%	9%	2%	-21
COCCn1c(C)c(C)c2c(NCCc3ccccc3)ncnc21	-12%	0%	?	13%	0%	-1%	0.2%	-1%	-12%	-8%	13
CC(Sc1ccccc1)C(=O)NCC(c1ccco1)N1CCCCC1 (configuration not stated)	18%	-1%	19%	1%	1%	0%	-0.4%	2%	9%	-3%	-6
CCOC(=O)c1ccc(S(=O)(=O)NCCN2CCOCC2)cc1	15%	-1%	-4%	-3%	5%	-10%	-1.0%	-10%	1%	-6%	6
Cc1nc2ccccc2c(=O)n1/N=C/c1ccccc1F	4%	0%	?	2%	2%	-4%	3.1%	-7%	-5%	2%	-1
COc1ccccc1CNC(=O)Cc1ccc(OC)c(OC)c1	-2%	-7%	1%	3%	0%	-1%	-0.4%	3%	-3%	0%	13
O=C(CCNC(=O)c1ccc([N+](=O)[O-])cc1)Nc1cccc(S(=O)(=O)N2CCOCC2)c1	-3%	0%	-9%	-1%	0%	2%	0.4%	2%	0%	-3%	16
CCOCCCNc1nc2c([nH]1)c(=O)n(C)c(=O)n2C	-2%	14%	2%	-6%	0%	-3%	0.2%	9%	6%	5%	-3
CN1CCC(N(C)C(=S)NC(=O)c2cc(-c3cccc(Br)c3)nc3ccccc23)CC1	6%	-5%	-3%	6%	0%	-4%	6.5%	-9%	-4%	-2%	-6
O=C(CNC(=O)c1ccccc1Cl)NCC(c1cccs1)N1CCOCC1 (configuration not stated)	11%	-3%	7%	4%	1%	-2%	0.4%	-3%	-8%	-7%	5
CC(Sc1nncn1C)C(=O)Nc1ccccc1-c1ccccc1 (configuration not stated)	-11%	4%	19%	2%	2%	57%[activator]	-0.7%	-1%	8%	1%	-2
O=C(CSc1ccccc1)Nc1ccc(NC(=O)c2ccco2)cc1	9%	13%	?	5%	-1%	0%	-0.2%	9%	3%	-2%	-5
CCC(Oc1ccccc1)C(=O)Nc1nc2ccccc2[nH]1 (configuration not stated)	-7%	10%	?	16%	-1%	5%	-0.5%	nt	-3%	0%	-13
COCCN(C(=O)COC(=O)Cc1ccc(Cl)cc1Cl)c1c(N)n(Cc2ccccc2)c(=O)[nH]c1=O	6%	-19%	?	-4%	7%	-2%	-0.3%	2%	-11%	4%	4
COCCNC(=O)C(c1ccccc1C)N(CCOC)C(=O)Cn1nnc2ccccc21 (configuration not stated)	-15%	-3%	-8%	-4%	2%	-6%	-0.3%	0%	1%	-2%	-7
COc1ccc2c(C(=O)CN3CCC(C)CC3)c[nH]c2c1	-1%	?	?	-4%	5%	1%	0.2%	1%	-4%	2%	2

Source: PubChem (National Center for Advancing Translational Sciences (NCATS))
